RGS4 act: potentiators or activators of RGS4. HEK293 M3R/inducible RGS4, carbachol calcium flux Fluo4; stronger effect = lower value. actives 0.92% (n = 310,000). AID 463111. B-score at 10 µM;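 active = B-score of the integrated calcium signal more than 4 SD below the library mean, with starting fluorescence not abnormally high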;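 also: negative B-score means reduced calcium response which marks RGS4 activation or potentiation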
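Detection: kinetic calcium fluorescence imaging with Fluo4-AM dye, 2 µM / Material: HEK293 cells with stable M3R and inducible RGS4 / Schedule: recording 10 s baseline at 1 Hz, 100 s post-agonist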
Dyrk1A ADPGlo: inhibitors of rat Dyrk1A kinase. Q63470. ADP-Glo luminescence, NFATc1 peptide. inhibition, % at 12.5 µM. actives 0.43% (n = 310,000); in the data active = inhibition above about 50%;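 also: plate controls were vehicle with enzyme for no effect and no enzyme for full effect; many of its hits are not listed in these tables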
KCNK9 inh: human KCNK9 channel inhibition. Q9NPC2. HEK293 KCNK9, FluxOR thallium flux fluorescence; stronger effect = lower value. B-score at 10 µM. actives 1.2% (n = 310,000);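 active = ratio B-score over 3 SD below the library mean, with starting fluorescence within 5 SD of its mean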;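 also: negative B-score means less thallium flux so channel inhibition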
Target sequence (Q9NPC2 whole entry, looked up): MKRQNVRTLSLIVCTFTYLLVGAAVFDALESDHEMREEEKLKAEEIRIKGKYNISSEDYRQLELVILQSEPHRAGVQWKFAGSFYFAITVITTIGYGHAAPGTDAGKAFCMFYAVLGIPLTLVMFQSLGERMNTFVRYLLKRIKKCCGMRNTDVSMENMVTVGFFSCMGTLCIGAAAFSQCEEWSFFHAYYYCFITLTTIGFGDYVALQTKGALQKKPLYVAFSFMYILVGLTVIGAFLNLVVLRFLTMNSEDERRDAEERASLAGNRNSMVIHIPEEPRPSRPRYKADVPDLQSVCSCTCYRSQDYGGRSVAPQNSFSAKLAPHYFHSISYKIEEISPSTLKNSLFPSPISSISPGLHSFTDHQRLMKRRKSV
GSK3A inh: human GSK-3 alpha kinase inhibition. P49840. inhibition, % at 10 µM. actives 0.1% (n = 320,000). ADP-Glo luminescence, 60 min;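 in the data active = inhibition above about 50%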;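 also: GST-tagged GSK-3 alpha with peptide substrate and 25 µM ATP; 0% = DMSO neutral wells and 100% = GW8510 positive control wells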
RGS4 inh: human RGS4 inhibition. HEK293 M3R/RGS4 inducible, Fluo-4 calcium flux; stronger effect = higher value; triggered by carbachol at its EC20. B-score at 10 µM. AID 463165. actives 0.45% (n = 310,000). P49798;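 active = B-score, a plate-corrected calcium signal, over three deviations above library mean, with baseline fluorescence within five deviations of library mean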;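 also: RGS4 expression induced by doxycycline in cells with stable M3 receptor; B-score is computed from the integrated fluorescence ratio over baseline after carbachol; higher B-score means a larger calcium signal and so more RGS4 inhibition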
Target sequence (P49798 whole entry, looked up): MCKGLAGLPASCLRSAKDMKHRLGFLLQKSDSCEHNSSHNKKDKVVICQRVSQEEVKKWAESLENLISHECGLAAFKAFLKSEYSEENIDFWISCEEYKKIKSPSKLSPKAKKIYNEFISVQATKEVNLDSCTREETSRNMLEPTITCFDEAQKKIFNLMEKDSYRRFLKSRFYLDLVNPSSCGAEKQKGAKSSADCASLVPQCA
KCNK3 block: human KCNK3 channel inhibition, primary screen; O14649; actives 0.84% (n = 340,000); CHO-KCNK3 thallium flux, FluxOR fluorescence; stronger effect = lower value; B-score at 10 µM;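 active = B-score under library mean minus 4 SD, starting fluorescence ratio at most library mean plus 5 SD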;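 also: more negative B-score means stronger inhibition of thallium flux through KCNK3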
GSK3B inh: human GSK3beta kinase inhibition. P49841. GST-GSK3beta kinase, ADP-Glo luminescence, 60 min; stronger effect = lower value. activity score (negative = inhibition), % at 10 µM. actives 0.038% (n = 300,000);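 active = more than half of replicate wells score below -50%, meaning over 50% inhibition versus plate controls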;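 also: 0% = median DMSO wells and -100% = median GW8510 positive control wells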
Target sequence (P49841 whole entry, looked up): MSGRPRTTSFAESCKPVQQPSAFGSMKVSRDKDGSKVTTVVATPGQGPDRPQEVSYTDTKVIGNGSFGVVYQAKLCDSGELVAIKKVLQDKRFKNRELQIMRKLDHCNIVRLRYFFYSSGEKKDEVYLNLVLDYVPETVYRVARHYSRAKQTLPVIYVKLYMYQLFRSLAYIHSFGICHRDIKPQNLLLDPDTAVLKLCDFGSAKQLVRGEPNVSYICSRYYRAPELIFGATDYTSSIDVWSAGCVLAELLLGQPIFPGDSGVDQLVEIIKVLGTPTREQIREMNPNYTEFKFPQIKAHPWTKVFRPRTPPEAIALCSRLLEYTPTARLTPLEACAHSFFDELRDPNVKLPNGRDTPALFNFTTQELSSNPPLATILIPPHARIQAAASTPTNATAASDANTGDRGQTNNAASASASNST
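test system = GST-tagged human GSK3beta kinase, cell-free | reagent = 25 µM ATP with peptide substrate | dosing = one dose of 10 µM per compound | schedule = 60 min reaction, RT | detection = luminescent ADP-Glo measurement of ADP formed | control set = DMSO neutral wells and GW8510 at 20 µM as positive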
KCNQ1 act: potentiators or activators of human KCNQ1 potassium channel | P51787 | CHO-K1 KCNQ1, thallium flux FluxOR fluorescence; stronger effect = higher value | B-score at 10 µM | actives 0.35% (n = 310,000) | AID 2648;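 active = fluorescence ratio B-score, a plate-corrected score, at least three library SD, with initial intensity B-score within 5 SD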
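System: Stable KCNQ1 CHO-K1 line | Incubation: 90 min dye loading and 20 min compound exposure, both at room temperature | Measure: Ratio B score | Medium: Assay buffer for compound exposure, DMSO matched across wells | Compound dosing: Single-concentration screen | Probe or stimulus: K+/Tl+ depolarizing stimulus | Measured by: Kinetic FluxOR fluorescence, 10 s baseline plus 110 s post-stimulus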
hERG rescue: hERG (human) protection from proarrhythmic block | Q12809 | CHO-hERG, FluxOR thallium flux, dofetilide IC70 present | activation (rescue from dofetilide block), less the hit threshold, % at 10 µM | actives 0.51% (n = 310,000) | AID 1511;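 active = activation above the mean of controls blocked by dofetilide plus 5 SD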;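 also: thallium influx through hERG after potassium depolarization seen as dye fluorescence rise; in these data hits start at about 4.7%; inactives centre near -7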
KCNQ1 inh: human KCNQ1 channel inhibition; P51787; CHO-K1 KCNQ1, FluxOR thallium flux fluorescence; stronger effect = higher value; B-score at 10 µM; actives 1.3% (n = 310,000);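 active = compounds whose thallium flux B-score, printed positive for inhibition, exceeds three library SD while starting fluorescence stays within three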;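 also: channel opened by potassium depolarization with thallium stimulus after 20 min compound exposure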
PolyA inhibitor: blocks polyadenylation in yeast reporter cells | S. cerevisiae SKY197-pL101 polyadenylation reporter, beta-gal luminescence; efflux-impaired pdr1/pdr3 knockout yeast; score 100 = 6 SD above DMSO | calls only at 12 µM | actives 0.02% (n = 300,000) | AID 1875;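 active = lowest replicate activity score at least 50, where 100 means six control SD above control mean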;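 also: yeast exposed to compound for 9 h at 30 °C; higher score means more reporter readthrough which indicates perturbed polyadenylation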
Active calls of the source: *; i = inactive; . = not tested or not shown; & = joins results of further samples. This is a subset (hit frequency here may not be typical).

molecule,GSK3B inh,Dyrk1A ADPGlo,RGS4 act,RGS4 inh,PolyA inhibitor,KCNK9 inh,KCNQ1 act,KCNK3 block,GSK3A inh,hERG rescue,KCNQ1 inh
COc1ccccc1/C=C/C(=O)OCC(=O)Nc1ccccc1Sc1ccccc1,-3,-8,i,i,i,i,i,i,-3,-11,i
COc1ccc(S(=O)(=O)Nc2c(F)cccc2F)cc1,0,-7,i,i,i,i,i,i,-4,-3,i
COc1cc(C[C@@H](CO)[C@H](CO)Cc2ccc(O)c(OC)c2)ccc1O,1,.,i,i,i,i,i,.,2,-8,i
Cc1ccc2c(C(=O)CN3CC(C)CC(C)C3)c(C)[nH]c2c1 (stereo not drawn),0,3,i,i,i,i,i,i,-1,-2,i
C/C(N)=C(/C#N)C(=O)COC(=O)COc1ccc(Cl)cc1,-3,1&3,i,i,i,i,i,i,-3,-9,i
COc1cccc(NC(=O)N2CCOCC2)c1,0,6,i,i,i,i,i,i,0,1,i
Cc1cccc2[nH]c(CN(C)C(=O)C3CCC(=O)N(C4CC4)C3)nc12 (stereo not drawn),0,-5,i,i,i,i,i,i,0,-4,i
COc1cccc(/C=N/NC(=S)NCCc2ccccc2)c1OC,-1,0,i,i,i,i,i,i,3,-5,i
CC1(C)CC(NC(=O)c2ccccc2C(=O)NC2CC(C)(C)NC(C)(C)C2)CC(C)(C)N1,2,2,i,i,i,i,i,i,-1,-12,i
Cn1nc(N)nc1N1CCN(c2ccc(F)cc2)CC1,3,-2,i,i,i,i,i,i,-2,-1,i
COc1ccc(N2C(=O)CC(Cc3ccc(Br)cc3)C2=O)cc1 (stereo not drawn),6,0,i,i,i,i,i,i,0,-1,i
COc1ccc(/C=N/NC(=O)CCn2c3ccccc3c3ccccc32)cc1O,0,7,i,i,.,i,i,i,1,-8,i
CCCn1c(=S)[nH]c2cc(C(=O)NCC3CCCO3)ccc2c1=O (stereo not drawn),2,1,i,i,i,i,i,i,-2,-12,i
CCN1C(=O)[C@H]2[C@@H](c3ccc(-c4ccc(F)cc4)cc3)N[C@@](Cc3ccccc3)(C(=O)OC)[C@H]2C1=O,3,3,i,i,i,i,i,i,.,-8,i
CCN1C(=NCC(C)C)N[C@@H](c2cccc(F)c2)C(C(=O)OC)=C1C,1,1,i,i,i,i,i,i,0,-10,i
CCN(CC)S(=O)(=O)c1ccc(Cl)c(NC(=O)COC(=O)/C=C/c2cc(OC)c(OC)c(OC)c2)c1,2,11,i,i,i,i,i,i,0,-12,i
CC(c1ccco1)N(C(=O)CSc1ccc(Br)cc1)c1ccccn1 (stereo not drawn),4,-3,i,i,i,-8.9*,i,-9.8*,4,-15,i
CCCCN(CCCC)CCCN1CC(=O)N2[C@@H](Cc3c([nH]c4ccccc34)C2(C)C)C1=O,-1,0,-8.4*,i,i,i,i,i,0,-6,i
CC1Cc2nc(SCC(=O)N3CCOCC3)n(C)c(=O)c2S1 (stereo not drawn),0,4,i,i,i,i,i,i,2,-8,i
Cc1ccc(-c2cc(C(=O)N/N=C/c3ccccc3O)n[nH]2)o1,.,5,i,i,i,i,i,i,-4,-12,i
N#Cc1ccccc1OCC(=O)OCC(=O)c1ccc2c(c1)NC(=O)CO2,3,-1,i,i,i,i,i,i,-2,5.4*,i
Cc1ccc(-c2c(C)n([O-])c3c([n+]2=O)CCC3)o1,3,10,i,i,i,i,i,i,1,-5,i
O=[N+]([O-])c1ccccc1/C=C/CN1CCCC(CO)C1 (stereo not drawn),3,-2,i,i,i,i,i,i,-1,1,i
CC(Oc1ccc(Cl)cc1Cl)C(=O)Nc1ccc(O)cc1 (stereo not drawn),2,5,i,i,i,i,i,i,2,-11,i
O=C(NCCCN1CCN(c2ccccc2F)CC1)C1CC(=O)N(C2CCCC2)C1 (stereo not drawn),-2,-3,i,i,i,i,i,i,0,-9,i
Cc1ccc(NC(=O)CN(c2ccccc2)S(=O)(=O)N(C)C)cc1,-2,-3,i,i,i,i,i,i,-1,-3,i
C=CCOC(=O)C1=C[C@H](C2CC2)[C@@H](CCCO)[C@H](OCC)O1,3,0,i,i,i,i,i,i,1,-4,i
Cc1n[nH]c(=O)c2c(NC(=O)CSc3ncccn3)oc(C)c12,-4,8,i,i,i,i,i,i,3,-12,i
O=C(NCCSCc1ccccc1)c1ccc(C2SCC(=O)N2Cc2ccccc2)cc1 (stereo not drawn),1,0,-11*,i,i,i,i,i,-1,-7,i
CC(=O)Nc1ccccc1C(=O)C(=O)Nc1cccc(F)c1,-4,-3,i,i,i,i,i,i,-11,-6,i
Cc1cccc(Cc2nnc(CCC(=O)NCc3cnc4ccccn34)o2)c1,-3,7,i,i,i,i,i,i,-2,-9,i
CCCSC1C(C)=C(C)C(=O)N1Cc1ccccc1 (stereo not drawn),0,.,i,i,i,i,i,i,-4,-4,i
O=C(NCCN1CCOCC1)c1cc2sccc2n1Cc1ccc(Cl)cc1,7,3,i,i,i,i,i,i,.,-28,i
COCc1cc(C)nc(SCC(=O)Nc2ccc3c(c2)OCCO3)c1C#N,0,.,i,i,i,i,i,i,-1,-2,i
O=[N+]([O-])c1ccccc1S(=O)(=O)N1CCCCC1,2,6,i,i,i,i,i,i,-2,-8,i
Cc1ccc(SCC(=O)Nc2cccc(C(=O)NC(C)(C)C)c2)cc1,1,2,i,i,i,i,i,i,-4,-5,i
COc1cc(SC)ccc1C(=O)Nc1c(Cl)cncc1Cl,0,3,i,i,i,i,i,i,4,-5,i
Cc1cc(Br)c2c(c1)C1(OCCO1)C(=O)N2,6,6,i,i,i,i,i,i,-2,-11,i
Cn1nnnc1SCC(=O)N1CCN(c2ccccc2)CC1,1,2,i,i,i,i,i,i,-5,0,i
O=C(CCC(=O)Nc1ccc(F)cc1)N/N=C/c1cc([N+](=O)[O-])ccc1O,6,3,i,i,i,i,i,i,-1,-12,i

Part of the list above, reformatted:
Screens in order – GSK3B inh, Dyrk1A ADPGlo, RGS4 act, RGS4 inh, PolyA inhibitor, KCNK9 inh, KCNQ1 act, KCNK3 block, GSK3A inh, hERG rescue, KCNQ1 inh
- C=CCOC(=O)C1=C[C@H](C2CC2)[C@@H](CCCO)[C@H](OCC)O1
  3, 0, i, i, i, i, i, i, 1, -4, i
- Cc1n[nH]c(=O)c2c(NC(=O)CSc3ncccn3)oc(C)c12
  -4, 8, i, i, i, i, i, i, 3, -12, i
- O=C(NCCSCc1ccccc1)c1ccc(C2SCC(=O)N2Cc2ccccc2)cc1 (stereo not drawn)
  1, 0, -11*, i, i, i, i, i, -1, -7, i
- CC(=O)Nc1ccccc1C(=O)C(=O)Nc1cccc(F)c1
  -4, -3, i, i, i, i, i, i, -11, -6, i
- Cc1cccc(Cc2nnc(CCC(=O)NCc3cnc4ccccn34)o2)c1
  -3, 7, i, i, i, i, i, i, -2, -9, i
- CCCSC1C(C)=C(C)C(=O)N1Cc1ccccc1 (stereo not drawn)
  0, ., i, i, i, i, i, i, -4, -4, i
- O=C(NCCN1CCOCC1)c1cc2sccc2n1Cc1ccc(Cl)cc1
  7, 3, i, i, i, i, i, i, ., -28, i
- COCc1cc(C)nc(SCC(=O)Nc2ccc3c(c2)OCCO3)c1C#N
  0, ., i, i, i, i, i, i, -1, -2, i
- O=[N+]([O-])c1ccccc1S(=O)(=O)N1CCCCC1
  2, 6, i, i, i, i, i, i, -2, -8, i
- Cc1ccc(SCC(=O)Nc2cccc(C(=O)NC(C)(C)C)c2)cc1
  1, 2, i, i, i, i, i, i, -4, -5, i
- COc1cc(SC)ccc1C(=O)Nc1c(Cl)cncc1Cl
  0, 3, i, i, i, i, i, i, 4, -5, i
- Cc1cc(Br)c2c(c1)C1(OCCO1)C(=O)N2
  6, 6, i, i, i, i, i, i, -2, -11, i
- Cn1nnnc1SCC(=O)N1CCN(c2ccccc2)CC1
  1, 2, i, i, i, i, i, i, -5, 0, i
- O=C(CCC(=O)Nc1ccc(F)cc1)N/N=C/c1cc([N+](=O)[O-])ccc1O
  6, 3, i, i, i, i, i, i, -1, -12, i

Other results follow.
molecule,GSK3B inh,Dyrk1A ADPGlo,RGS4 act,RGS4 inh,PolyA inhibitor,KCNK9 inh,KCNQ1 act,KCNK3 block,GSK3A inh,hERG rescue,KCNQ1 inh
Cc1c(C(=O)N2C[C@@H](C)O[C@@H](C)C2)oc2c(F)cccc12,1,-4,i,i,i,i,i,i,1,-12,i
COc1ccc(CNC(=O)CCSc2nc(-c3ccc4c(c3)OCO4)cc(C(F)(F)F)n2)cc1,2,8,i,i,i,i,i,i,-1,-5,i
COc1ccccc1C(=O)NCCC(=O)NCCOc1ccccc1,4,.,i,i,i,i,i,i,0,-6,i
CCOC(=O)c1sc(NC(=O)CN2CCN(c3ccc(OC)cc3)CC2)nc1C,3,11,i,i,.,i,i,i,6,-8,i
Cc1[nH]c2ccccc2c1C(O)c1ccncc1 (stereo not drawn),-5,-1,i,i,i,i,i,i,0,-4,i
COc1ccc(CCNc2ncnc3c2nnn3Cc2ccccc2)cc1OC,-6,1,i,i,i,i,i,i,-3,3,i
Nc1c(NCCN2CCCCC2)c2ccccc2oc1=O,4,14,i,i,i,i,i,i,-3,-23,i
OCc1csc(=Nc2ccccc2)n1-c1ccccc1,-4,13,i,i,i,i,i,i,-1,-13,i
COc1ccc(NC(=O)c2cc(-c3cccs3)on2)cc1,5,-3,i,i,i,i,i,i,-2,-3,i
Cc1ccccc1N1C(=O)C2C3C=CC(CC3)C2C1=O (stereo not drawn),-5,5,i,i,i,i,i,i,-2,-2,i

Source: PubChem
